Compound activity: PubChem, several laboratories
CaV13 FRET inh = Disruptors of the CACNA1D IQ motif to Ca2+-dependent inactivation inhibitor domain association, primary screening, Förster resonance energy transfer in intact living …; inhibition, % at 12.3 µM; AID 743397; hit rate 0.098% among 340,000; HEK cells, CFP/YFP FRET ICDI-IQ, plate reader, 10 min; percent FRET-ratio fall versus neutral wells;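 active = mean replicate inhibition of at least 30% and at least 1% of replicates passing that level; inconclusive = only one of the two criteria is met; inactive = neither criterion is met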;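 also: 0% = median of the neutral control wells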
Peg3 promoter = Peg3 promoter activity inhibition; HeLa PEG-Prom luciferase reporter, luminescence, overnight; inhibition, % at 20 µM; hit rate 1.7% among 360,000; AID 588405;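 active = inhibition of at least 50% at 20 µM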
NR2E3 ag-1 = agonists of human NR2E3 nuclear receptor; Q9Y5X4; CHO-S Gal4-NCOR/VP16-NR2E3 two-hybrid, luciferase; inhibition of corepressor binding, % at 3.98 µM; hit rate 0.35% among 360,000; AID 602229;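 active = inhibition above the mean of all tested compounds plus 3 SD, cut at about 70% in these data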;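 also: 0% = DMSO with NR2E3 transfected cells and 100% = cells lacking NR2E3 construct; higher means lower luciferase signal from less NR2E3 corepressor binding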
Target sequence (Q9Y5X4 whole entry, looked up, the tested form may be a part): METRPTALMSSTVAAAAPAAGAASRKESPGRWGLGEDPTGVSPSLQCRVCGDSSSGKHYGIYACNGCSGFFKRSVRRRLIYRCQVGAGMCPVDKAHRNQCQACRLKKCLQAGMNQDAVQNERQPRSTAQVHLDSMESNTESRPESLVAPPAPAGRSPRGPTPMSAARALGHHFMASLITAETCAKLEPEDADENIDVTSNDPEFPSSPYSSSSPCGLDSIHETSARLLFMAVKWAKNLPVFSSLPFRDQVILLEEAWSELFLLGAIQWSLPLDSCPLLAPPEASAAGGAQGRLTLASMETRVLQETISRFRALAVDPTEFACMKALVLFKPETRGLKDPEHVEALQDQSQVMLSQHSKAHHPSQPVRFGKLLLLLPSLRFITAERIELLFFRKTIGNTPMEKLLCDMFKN
HIF-2a block = blocks HIF-2a reporter activity; inhibition, % at 18.8 µM; 786-0 RCC cells HIF-2a reporter, luciferase luminescence, overnight; hit rate 0.72% among 360,000;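 active = inhibition of the luminescence signal of 40% or more relative to plate controls, in a single-dose primary screen at 18.75 µM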
Vif inh = HIV Vif inhibition. hit rate 0.35% among 340,000. inhibition, % at 7.49 µM. HEK293T cells, Vif self-association by quenched fluorescence, imaging, 24 h; in the data active = inhibition above about 50%, passing the limit was not always enough; inconclusive = no clear call, values can overlap the other calls; inactive = below about 31%; also: some results filed as inactive read as strong as hits
NR2E3 ag-2 = agonists of human nuclear receptor NR2E3; Q9Y5X4; GST-NR2E3/biotin-RetCOR TR-FRET, 1536-well; inhibition of corepressor binding, % at 4.78 µM; hit rate 0.12% among 320,000; AID 2300;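 active = percent inhibition above the cutoff of mean plus 3 SD of all tested compounds, set per screening campaign, cut at about 20% in these data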;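 also: 0% = DMSO wells and 100% = biotin wells as full block of FRET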
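Test system – NR2E3–RetCOR corepressor complex · Quantity – NR2E3 fusion 1.35 nM · Buffer or medium – Tris pH 7.5 · Incubation – Compound–protein incubation for 5 h at 4 °C · Technique – TR-FRET, Eu(K)-anti-GST donor, streptavidin-D2 acceptor, ex 340, em 617/671 nm · Evaluation – percent inhibition of 671/617 nm emission ratio versus biotin and DMSO controls · Plate – 1536-well format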
Shn3 3UTR inh = reduces Shn3 3'UTR luciferase signal in osteoblasts; Clone20 osteoblast Shn3 3'UTR firefly luciferase, 24 h; AID 588674; inhibition, % at 12.5 µM; hit rate 0.52% among 360,000;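 active = mean inhibition of at least 75% with every replicate also reaching 75%; inconclusive = mean inhibition at least 75% but some replicate below; inactive = mean inhibition below 75%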;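 also: 0% = median of neutral control wells and 100% = pilot-screen positive control compound; some compounds past the cut are filed as inactive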
TRPM1 prom inh = inhibitors of MITF-driven TRPM1 promoter in melanoma cells. SK-MEL-5 TRPM1 promoter luciferase, 24 h. inhibition, % at 12.5 µM. hit rate 0.83% among 330,000. AID 488899;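 active = mean inhibition across replicates of 60% or more, whatever share of single replicates reaches that level; inconclusive = some that reach 60%, reason not given; inactive = mean inhibition across replicates below 60%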; also: values of inactives mirror those of a sister screen read the other way
PDI inh = blocks human protein disulfide isomerase activity; hit rate 0.052% among 350,000; inhibition, % at 10 µM; PDI insulin aggregation turbidity, A650, 90 min;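 active = mean inhibition across replicates of 30% or more, whatever share of single replicates reach that level; inconclusive = mean inhibition below 30% while every single replicate reaches 30%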;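 also: absorbance from insulin aggregation driven by PDI reduction with DTT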
Target sequence (P07237 whole entry, looked up): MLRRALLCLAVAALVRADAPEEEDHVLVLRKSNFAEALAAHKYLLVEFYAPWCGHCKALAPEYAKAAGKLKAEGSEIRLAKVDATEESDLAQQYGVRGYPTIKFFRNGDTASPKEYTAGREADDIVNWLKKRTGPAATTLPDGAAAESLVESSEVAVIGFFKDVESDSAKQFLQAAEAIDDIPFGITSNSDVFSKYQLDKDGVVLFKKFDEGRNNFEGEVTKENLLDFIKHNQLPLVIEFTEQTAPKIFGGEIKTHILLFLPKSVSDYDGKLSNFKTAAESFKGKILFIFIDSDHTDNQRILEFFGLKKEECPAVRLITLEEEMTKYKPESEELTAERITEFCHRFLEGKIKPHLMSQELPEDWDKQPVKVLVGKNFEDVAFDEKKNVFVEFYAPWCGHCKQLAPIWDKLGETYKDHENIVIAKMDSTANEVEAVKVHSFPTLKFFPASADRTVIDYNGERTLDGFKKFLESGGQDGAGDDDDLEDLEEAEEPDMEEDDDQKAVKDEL
KKLEB tox = CF airway cell cytotoxicity counter-screen; KKLEB CF airway cells viability, ATPlite luminescence, overnight; hits give low values; cells stimulated with P. aeruginosa culture filtrate; activity change (cytotoxicity), % at 5 µM; hit rate 0.36% among 360,000; AID 602141;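 active = corrected activity change at or below -50% at 5 µM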
CF NFkB block = blocks PAF-induced NF-kB reporter in cystic fibrosis cells. KKLEB NF-kB-GFP reporter, GFP fluorescence overnight. inhibition, % at 5 µM. hit rate 0.86% among 360,000. AID 588850;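 active = at least 50% inhibition at 5 µM, scaled per plate between neutral and stimulator controls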;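 also: PAF is a Pseudomonas aeruginosa culture filtrate used as stimulus; plate controls were PAF-stimulated DMSO wells for no effect and unstimulated DMSO wells for full effect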
* marks the source's active call; other numbers are inactive results; u = inconclusive; x = no result given. Compounds as they come; 3.3% or so of the library scored in one or more.

SMILES	CaV13 FRET inh	Peg3 promoter	NR2E3 ag-1	HIF-2a block	Vif inh	NR2E3 ag-2	Shn3 3UTR inh	TRPM1 prom inh	PDI inh	KKLEB tox	CF NFkB block
O=C1CCC(C(=O)OCC(=O)Nc2ccc(OC(F)F)cc2)=NN1	-14	5	-25	-7	x	x	5	x	2	-8	-1
COc1ccccc1C(C)NC(=O)c1ccc(NC(=O)CC2SC(N3CCCC3)=NC2=O)cc1 (stereo unspecified)	-5	0	9	9	-10	-2	12	13	1	20	-16
COCc1cc(C)nc2sc(C(=O)Nc3nccs3)c(N)c12	-12	-182	-13	-234	x	-2	-33	x	5	-2	-5
COc1ccc(C2=NNC(c3cccnc3)=Nc3ccc(OC)cc32)cc1	-3	17	6	9	8	4	-4	-4	-4	-7	7
CC(C)n1c(CN(C)c2ccccc2)nc2ccccc21	8	15	-10	-10	-6	5	8	5	8	7	-11
COc1ccc(OCc2cc(C(=O)NC(C)Cc3cnccn3)no2)c(Cl)c1 (stereo unspecified)	-6	-183	-124	-215	-4	3	-31	-60	-10	19	-10
CCCN(CC(=O)Nc1ccccc1C)C(=O)CCNC(=O)c1ccccc1Cl	x	5	8	-1	0	3	1	-6	2	6	6
CC(C)C1N=C2c3ccccc3N=C(SCC#N)N2C1=O (stereo unspecified)	-4	12	-2	12	32	0	-1	2	-6	-16	15
CCCCCCc1c(C)c2ccc(OCC(=O)N3CCC[C@H]3C(=O)O)c(C)c2oc1=O	x	-7	-36	-4	0	0	6	-15	x	10	-4
O=C1c2ccccc2NC(c2ccc(Cl)cc2Cl)N1O (stereo unspecified)	x	35	-10	0	-6	4	4	4	-16	8	2
Cc1ccc2nc(-c3ccncc3)c(NC3CCCC3)n2c1	-8	-3	-12	4	2	0	17	-6	6	-2	34
CC(=O)c1ccccc1NC(=O)COC(=O)/C=C/c1ccc(OC(F)F)cc1	-3	22	-8	19	u	-1	0	-1	10	-15	24
Cc1ccc(S(=O)(=O)NCc2ccc(C(=O)N3CCN(c4ccc([N+](=O)[O-])cc4)CC3)cc2)cc1	-6	18	58	20	-8	-2	90*	52	11	9	-1
CC(=O)N1CCSc2ccc(S(=O)(=O)NCCc3ccc(Cl)cc3)cc21	-5	19	43	6	-11	1	32	12	1	0	20
COc1cccc(NC(=O)CSc2nc3c(oc4ccccc43)c(=O)[nH]2)c1	-2	-38	-84	-33	9	2	-6	-7	0	7	13
CC1CCN(c2ccc(C(=O)N3CCOCC3)cc2[N+](=O)[O-])CC1	x	-40	2	-23	x	4	0	-16	-7	-2	-1
O=C(Nc1nnc(-c2ccco2)o1)c1ccc2ccccc2c1	-6	-64	3	-110	15	-2	-2	-1	-24	-3	29
O=S(=O)(N/N=C\C=C\c1ccccc1)c1ccc(Br)cc1	x	2	-17	1	-4	2	1	15	3	-2	5
Cc1cc(C(=O)OCC(=O)N2CCOCC2)ccc1[N+](=O)[O-]	-18	10	5	8	-3	3	0	7	-1	-2	1
COC(=O)c1c(NC(=O)CSc2ncnc3[nH]ncc23)sc2c1CCC2	0	25	1	6	-6	2	65	-2	8	-1	-18
O=C(Nc1ccc(F)cc1)c1nc(S(=O)(=O)Cc2ccccc2)ncc1Cl	-13	100*	33	86*	-12	3	94*	62*	2	-75*	101*
CC(=O)Nc1ccc(NC(=O)C(C)OC(=O)CSCc2cccc(Cl)c2)cc1 (stereo unspecified)	-6	-2	-13	17	-9	-4	-6	-4	1	7	20
CC(=O)Nc1c(Cl)cc(Cl)c2c1Cc1cc(Cl)ccc1-2	-5	5	-28	8	3	x	-69	7	3	0	-10
O=C(C1CCCCC1)N1CCc2[nH]c3ccc(F)cc3c2C1	-5	0	2	-9	1	-3	-2	-36	3	-4	12
COCCCn1c(-c2ccccc2)nc2ccccc2c1=O	x	21	-19	11	x	-5	-1	6	-3	0	-1
Nc1c(N2CCCC2)c2ccccc2oc1=O	3	1	-17	-2	-1	-2	-11	1	9	1	5
C[C@H](CO)NC(=O)[C@H](C)[C@H]1C[C@]1(C)[C@H](NC(=O)OCc1ccccc1)c1ccccc1	-9	-10	-21	-13	-5	0	-8	3	3	-2	-13
CCOC(=O)Cc1nnc(NC(=O)CSc2nncn2C)s1	-9	-5	-34	11	13	1	-8	-7	4	0	10
CNc1nc(-c2ccc3c(c2)CCN3C(=O)c2ccc(F)cc2)cs1	-5	-167	-41	-5	-3	x	-55	-29	4	10	-34
O=C(CC1C(=O)NCCN1C1CCCC1)NCc1cccc(OC(F)(F)F)c1 (stereo unspecified)	-12	1	0	-5	-9	0	-3	14	-3	-7	6
O=[N+]([O-])c1cccc(S(=O)(=O)c2cccc([N+](=O)[O-])c2)c1	-6	-2	-7	-2	0	4	-4	8	-7	10	-16
Cc1cc(NS(=O)(=O)c2ccc(NC(=O)CSc3nnc(-c4ccco4)n3Cc3ccco3)cc2)nc(C)n1	-1	8	2	15	-6	1	13	1	11	-6	8
O=C(CSc1ccc(Cl)cc1)NNC(=O)c1ccncc1	-2	-5	3	6	-2	x	-8	-2	-1	-6	-8
CC(=O)Nc1ccccc1OC(C)C(=O)NC(C)c1ccc(F)cc1 (stereo unspecified)	-5	13	-2	16	-5	6	-14	-2	-23	-7	13
Cc1ccc(C)n1NC(=O)c1ccccc1O	x	20	-10	-5	0	1	24	21	-4	3	5
COc1ccc(CN2CCN(C(=O)c3ccco3)CC2)cc1OC	0	-4	14	9	3	-1	-12	6	3	-9	0
C=C(C)CSc1nc(C)c(Cc2ccccc2)c(=O)[nH]1	-5	25	-25	11	-2	-3	-2	12	8	8	-14
O=C(NCCCSc1ccccc1)c1cc(Cl)ccc1O	-7	36	78*	-22	-1	x	21	0	-18	-39	58*
Cc1ccc(-n2c(-c3ccncc3)nnc2-c2cccs2)cc1	-5	7	2	4	2	1	6	-6	-3	-9	10
O=c1oc2ccccc2c2[nH]ccc12	-4	-10	-19	2	-7	2	0	2	13	-14	18

Eleven compounds from above, ordered by SMILES length, lowest first:
SMILES	CaV13 FRET inh	Peg3 promoter	NR2E3 ag-1	HIF-2a block	Vif inh	NR2E3 ag-2	Shn3 3UTR inh	TRPM1 prom inh	PDI inh	KKLEB tox	CF NFkB block
Cc1ccc(C)n1NC(=O)c1ccccc1O	x	20	-10	-5	0	1	24	21	-4	3	5
O=C(NCCCSc1ccccc1)c1cc(Cl)ccc1O	-7	36	78*	-22	-1	x	21	0	-18	-39	58*
COCCCn1c(-c2ccccc2)nc2ccccc2c1=O	x	21	-19	11	x	-5	-1	6	-3	0	-1
CCOC(=O)Cc1nnc(NC(=O)CSc2nncn2C)s1	-9	-5	-34	11	13	1	-8	-7	4	0	10
C=C(C)CSc1nc(C)c(Cc2ccccc2)c(=O)[nH]1	-5	25	-25	11	-2	-3	-2	12	8	8	-14
CC(=O)Nc1c(Cl)cc(Cl)c2c1Cc1cc(Cl)ccc1-2	-5	5	-28	8	3	x	-69	7	3	0	-10
CNc1nc(-c2ccc3c(c2)CCN3C(=O)c2ccc(F)cc2)cs1	-5	-167	-41	-5	-3	x	-55	-29	4	10	-34
O=C(CC1C(=O)NCCN1C1CCCC1)NCc1cccc(OC(F)(F)F)c1 (stereo unspecified)	-12	1	0	-5	-9	0	-3	14	-3	-7	6
O=C(Nc1ccc(F)cc1)c1nc(S(=O)(=O)Cc2ccccc2)ncc1Cl	-13	100*	33	86*	-12	3	94*	62*	2	-75*	101*
CC(=O)Nc1ccc(NC(=O)C(C)OC(=O)CSCc2cccc(Cl)c2)cc1 (stereo unspecified)	-6	-2	-13	17	-9	-4	-6	-4	1	7	20
C[C@H](CO)NC(=O)[C@H](C)[C@H]1C[C@]1(C)[C@H](NC(=O)OCc1ccccc1)c1ccccc1	-9	-10	-21	-13	-5	0	-8	3	3	-2	-13

The list goes on.
SMILES	CaV13 FRET inh	Peg3 promoter	NR2E3 ag-1	HIF-2a block	Vif inh	NR2E3 ag-2	Shn3 3UTR inh	TRPM1 prom inh	PDI inh	KKLEB tox	CF NFkB block
Cc1cccc(-n2nc3c(c2NC(=O)C2CC2)CS(=O)(=O)C3)c1C	-7	-17	-1	5	5	3	3	-4	0	5	4
CCCC(=O)Nc1cc(C)cn(Cc2c(F)cccc2Cl)c1=O	-6	5	-10	-28	-3	5	9	10	-6	10	1
C=CCSc1n[nH]c(=O)n1-c1cccc(C(F)(F)F)c1	-2	15	-17	19	2	-2	-10	9	0	-2	4
O=C(/C=C/c1ccc(O)c(O)c1)OC1C(O)CC(OC(=O)/C=C/c2ccc(O)c(O)c2)(C(=O)O)CC1O (stereo unspecified)	-5	0	-10	6	-11	9	0	-3	2	9	-4
COC(=O)c1ccc(CSc2nc(N)cc(N)n2)cc1	-6	-97	-5	-136	2	4	-3	-27	0	5	-8
Nc1nc(NCc2ccc(Cl)cc2)nc(NCCO)c1[N+](=O)[O-]	-16	18	-3	-8	13	1	14	-28	2	-2	-12
Cc1cc(/C=C2/C(=O)N(C)C(=S)N2C)ccc1N1CCCC1	-29	-269	-16	-281	31	-2	-35	-49	4	12	-58
COc1ccccc1C1CC(c2cccc(NS(C)(=O)=O)c2)=NN1S(=O)(=O)c1ccccc1 (stereo unspecified)	-8	23	7	21	0	3	7	-2	17	-7	22
O=C(C1CC1)N1N=C(c2ccccc2)CC1(O)C(F)(F)F (stereo unspecified)	-6	2	-38	17	-7	3	7	-6	1	-7	15
CCn1c(N)c(Br)c(=O)[nH]c1=O	2	-1	10	15	3	1	13	-4	7	-30	3
CN1C(=O)N(CC(=O)N2CCN(S(=O)(=O)/C=C/c3ccccc3)CC2)C(=O)C12CCCCC2	-5	10	13	7	2	1	-16	9	0	-11	24
CCS(=O)(=O)NCCCc1ccccc1	-5	14	-13	18	1	1	13	-9	-1	-1	-4

Some values from above:
O=C(/C=C/c1ccc(O)c(O)c1)OC1C(O)CC(OC(=O)/C=C/c2ccc(O)c(O)c2)(C(=O)O)CC1O (stereo unspecified) in Peg3 promoter is listed with 0
Nc1nc(NCc2ccc(Cl)cc2)nc(NCCO)c1[N+](=O)[O-] in PDI inh is listed with 2
